GluA2 TARP mod: modulators of GluA2-stargazin AMPA receptor complexes, primary screen, cell-based, membrane potential dye; 40,000 tested, 3.5% active; calls only at 30 µM; Voltage-dependent calcium channel gamma-2 subunit (Mus musculus) + Glutamate receptor 2 …; HEK293 GluA2+stargazin, membrane potential dye (FDSS), glutamate EC50; hits were called plate by plate, in both directions;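 active = any of four per-well response measures lying three or more SD from its plate-wide compound average, in either direction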
Target sequence (O88602 whole entry, looked up): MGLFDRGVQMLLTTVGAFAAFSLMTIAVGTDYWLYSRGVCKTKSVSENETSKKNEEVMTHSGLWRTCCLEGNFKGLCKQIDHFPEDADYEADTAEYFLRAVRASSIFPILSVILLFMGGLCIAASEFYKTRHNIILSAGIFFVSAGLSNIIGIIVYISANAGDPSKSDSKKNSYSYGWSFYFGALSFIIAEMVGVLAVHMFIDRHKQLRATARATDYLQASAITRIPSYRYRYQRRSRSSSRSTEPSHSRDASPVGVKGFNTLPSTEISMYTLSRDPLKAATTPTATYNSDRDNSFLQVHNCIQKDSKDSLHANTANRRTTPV
Target sequence (P19491 whole entry, looked up): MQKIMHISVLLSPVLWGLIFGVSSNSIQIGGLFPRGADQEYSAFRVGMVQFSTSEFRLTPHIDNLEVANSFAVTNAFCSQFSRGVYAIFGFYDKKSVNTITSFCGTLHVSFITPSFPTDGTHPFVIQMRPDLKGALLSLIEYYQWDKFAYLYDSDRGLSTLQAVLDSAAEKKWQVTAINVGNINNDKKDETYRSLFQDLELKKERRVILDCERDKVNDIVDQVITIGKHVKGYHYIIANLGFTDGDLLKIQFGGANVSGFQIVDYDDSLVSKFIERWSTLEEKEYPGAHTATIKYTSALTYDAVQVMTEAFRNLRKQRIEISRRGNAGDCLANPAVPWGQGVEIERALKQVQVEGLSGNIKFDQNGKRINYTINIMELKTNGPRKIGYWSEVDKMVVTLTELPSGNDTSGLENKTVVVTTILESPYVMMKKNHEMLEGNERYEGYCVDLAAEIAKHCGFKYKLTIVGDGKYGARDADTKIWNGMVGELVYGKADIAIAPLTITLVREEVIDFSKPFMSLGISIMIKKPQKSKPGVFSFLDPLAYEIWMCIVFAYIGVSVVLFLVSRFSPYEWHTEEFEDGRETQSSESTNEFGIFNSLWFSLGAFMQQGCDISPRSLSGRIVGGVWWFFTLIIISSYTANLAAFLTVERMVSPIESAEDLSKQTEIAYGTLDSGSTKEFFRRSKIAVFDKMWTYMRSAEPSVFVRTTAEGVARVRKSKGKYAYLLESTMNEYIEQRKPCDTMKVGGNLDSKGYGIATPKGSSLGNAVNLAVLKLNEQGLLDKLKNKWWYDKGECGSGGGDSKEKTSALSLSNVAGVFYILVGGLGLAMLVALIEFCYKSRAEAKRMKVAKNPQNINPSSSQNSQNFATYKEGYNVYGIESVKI
GluA2 TARP mod agonism max-min: second read-out of GluA2 TARP mod, no call of its own (marks repeat the call); compound max-min signal; compound-alone response (agonism);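 unitless range of fluorescence divided by baseline over first 100 seconds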
GluA2 TARP mod glutamate slope: second read-out of GluA2 TARP mod, no call of its own (marks repeat the call); glutamate slope, % of max; measured here: glutamate response slope, % max;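 scaled per plate between vehicle wells and maximal 1 mM glutamate control wells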
Active calls of the source: *; i = inactive; & = joins results of further samples. An excerpt; rates above refer to the full screens.

SMILES	GluA2 TARP mod	GluA2 TARP mod agonism max-min	GluA2 TARP mod glutamate slope
CCOC(=O)C1=C(C)NC(=O)NC1c1ccc(C)cc1 (configuration not stated)	i	0.13	61
Cc1ccc(NCc2cc3cc4c(cc3n(CC(=O)NCc3ccccc3)c2=O)OCCO4)cc1	i	0.054	63
COc1cccc(NC(=O)CCCn2c(=O)[nH]c3ccccc3c2=O)c1	i	0.11	56
O=C(c1ccc(Br)o1)N1CCN(c2ccc(Nc3ccccn3)nn2)CC1	i	0.29	47
CCCCOc1ccc(C(=O)Nc2ccc3ncsc3c2)cc1	i	0.032	45
COc1ccc(OCC(O)Cn2c(N3CCCC3)nc3c2c(=O)n(C)c(=O)n3C)cc1 (configuration not stated)	i	0.16	55
O=C1OC2CC1N(S(=O)(=O)c1ccc(OC(F)(F)F)cc1)C2 (configuration not stated)	i	0.13	84
COc1ccccc1C(=O)NCCOc1ccc2nnc(-c3ccccc3OC)n2n1	i	0.046	54
CCOc1ccc(CC(=O)N2c3ccccc3CC2C(=O)NC)cc1 (configuration not stated)	i	0.053	53
Cc1ccc(N2CCCCn3c2nc2c3c(=O)n(C)c(=O)n2C)cc1	i	0.13	60
CC(C)Oc1ccc(C(=O)NCC(c2cccs2)N(C)C)cc1 (configuration not stated)	i	0.03	45
Cc1nnc(-c2ccc(NC(=O)C(C)Oc3ccccc3)cc2)o1 (configuration not stated)	i	0.081	57
COc1ccc(NC(=O)C(=O)NCC(c2cccc3ccccc23)N2CCOCC2)c(OC)c1 (configuration not stated)	i	0.11	63
Cc1ccc(NC(=O)Cn2c(=O)n(CC(=O)NCCc3ccccc3)c(=O)c3sccc32)cc1C	i	0.11	60
CCOC(=O)Cn1c(=O)c2c(nc3n(-c4ccc(OCC)cc4)c(-c4ccccc4)cn23)n(C)c1=O	i	0.061	62
O=C(Nc1ccccc1[N+](=O)[O-])C(=O)N1CCN(C(c2ccccc2)c2ccccc2)CC1	i	0.12	50
Cc1cccc(NC(=O)Cc2csc(Nc3ccc(F)cc3)n2)c1C	i	0.097	47
CCOc1ccc(NC(=O)C2CCN(c3cc(OC)ncn3)CC2)cc1	i	0.091	50
CCC(CC)C(=O)NCCn1ncc2c(N3CCN(Cc4ccccc4)CC3)ncnc21	i	0.06	75
COc1ccc(Cc2nnc(Nc3ccc(OC)cc3)[nH]c2=O)cc1	i	0.14	71
COc1ccc(-c2csc(NC(=O)c3ccc(S(=O)(=O)C(C)C)cc3)n2)cc1OC	i	0.12	53
COc1cccc(NC(=O)CSc2c(CC(C)C)cnc3c2c(=O)n(C)c(=O)n3C)c1	i	0.053	59
CCc1ccccc1NC(=O)c1cccc(-n2cnc3c(sc4nc(C)cc(C)c43)c2=O)c1	i	0.078	49
COc1ccc(S(=O)(=O)NCC(c2cccnc2)N2CCN(c3ccccc3OC)CC2)cc1C (configuration not stated)	i	0.11	58
CS(=O)(=O)N1CCC(C(=O)Nc2ccc3c(c2)N(C(=O)c2ccco2)CC3)CC1	i	0.15	46
O=C(Nc1cccs1)N1CCC(c2nnc(C3CC3)o2)CC1	i	0.065	56
Cc1ccc2nc3c(c(Nc4ccc5c(c4)OCCO5)c2c1)CCC3	i	0.12	-14
CSc1ccc(NC(=O)COc2ccc(F)cc2)cc1	i	0.063	67
Cc1nc(SCC(=O)Nc2ccc3ccccc3c2)c2c3c(sc2n1)CCC3	i	0.075	39
COc1ccc(C)cc1S(=O)(=O)NCC12CC3CC(CC(C3)C1)C2	i	0.089	64
COCCn1c(=O)c2c(nc(-n3nc(C)cc3C)n2Cc2cc(C)ccc2C)n(C)c1=O	i	0.031	66
CN1CCN(n2c3c(c(SCC(=O)Nc4ccc(F)c([N+](=O)[O-])c4)nc2=O)CCCC3)CC1	i	0.097	49
COc1ccc(NC(=O)CCc2csc(NS(=O)(=O)c3ccccc3)n2)c(OC)c1	i	0.1	59
O=C(c1ccco1)N1CCN(c2cc(=O)n(C3CCCCC3)c(=O)[nH]2)CC1	i	0.047	56
COC(=O)CN(c1ccccc1)C1SC(=O)N(c2ccc(F)cc2)C1=O (configuration not stated)	i	0.094	62
Cc1ccc(CC(=O)NC2CC(C)(C)NC(C)(C)C2)cc1	i	0.067	33
COc1ccc2cc(C(=O)N3CCN(C(=O)c4cnn5ccccc45)CC3)[nH]c2c1	i	0.12	46
COc1ccc(F)cc1S(=O)(=O)NCC(O)c1sccc1C (configuration not stated)	i	0.17	47
O=C(C(=O)N(Cc1ccccc1)Cc1ccccc1)c1c[nH]c2ccccc12	i	0.16	60
COc1ccc(C)cc1NC(=O)C(=O)NC1CCCC1	i	0.11	65
CC1CCCN(CC(O)COc2ccccc2Br)C1 (configuration not stated)	i	0.068	67
O=C(c1ccc2c(c1)OCO2)N1CCN(Cc2nc(-c3cccs3)cs2)CC1	i	0.09	54
CC(=O)N1CCN(c2ccnc3c2c(=O)n(CC(=O)N2CCc4ccccc42)c(=O)n3C)CC1	i	0.1	69
CCN(c1ccccc1)S(=O)(=O)c1ccc(C(=O)Nc2ccc(S(N)(=O)=O)cc2)cc1	i	0.066	43
Cc1cc2c(=O)n(C)c(SCC(=O)c3ccccc3)nc2s1	i	0.068	54

No new results follow: an excerpt of the list.
SMILES	GluA2 TARP mod	GluA2 TARP mod agonism max-min	GluA2 TARP mod glutamate slope
COCCn1c(=O)c2c(nc(-n3nc(C)cc3C)n2Cc2cc(C)ccc2C)n(C)c1=O	i	0.031	66
CN1CCN(n2c3c(c(SCC(=O)Nc4ccc(F)c([N+](=O)[O-])c4)nc2=O)CCCC3)CC1	i	0.097	49
COc1ccc(NC(=O)CCc2csc(NS(=O)(=O)c3ccccc3)n2)c(OC)c1	i	0.1	59

4 entries from above, with each value named.
> COc1ccc(NC(=O)C(=O)NCC(c2cccc3ccccc23)N2CCOCC2)c(OC)c1 (configuration not stated)
  GluA2 TARP mod = i
  GluA2 TARP mod agonism max-min = 0.11
  GluA2 TARP mod glutamate slope = 63
> Cc1ccc(NC(=O)Cn2c(=O)n(CC(=O)NCCc3ccccc3)c(=O)c3sccc32)cc1C
  GluA2 TARP mod = i
  GluA2 TARP mod agonism max-min = 0.11
  GluA2 TARP mod glutamate slope = 60
> CCOC(=O)Cn1c(=O)c2c(nc3n(-c4ccc(OCC)cc4)c(-c4ccccc4)cn23)n(C)c1=O
  GluA2 TARP mod = i
  GluA2 TARP mod agonism max-min = 0.061
  GluA2 TARP mod glutamate slope = 62
> O=C(Nc1ccccc1[N+](=O)[O-])C(=O)N1CCN(C(c2ccccc2)c2ccccc2)CC1
  GluA2 TARP mod = i
  GluA2 TARP mod agonism max-min = 0.12
  GluA2 TARP mod glutamate slope = 50

Carrying on.
SMILES	GluA2 TARP mod	GluA2 TARP mod agonism max-min	GluA2 TARP mod glutamate slope
CC(=O)N1CCc2c(sc(NC(=O)c3ccn(C)n3)c2-c2nc3ccccc3s2)C1	i	0.093	62
Cc1ccccc1Cn1cc(C(=O)Nc2ccccc2C(N)=O)ccc1=O	i	0.081	40
COc1cc(OC)cc(C(=O)Nc2sc3c(c2-c2nc4ccccc4s2)CCN(C(C)C)C3)c1	i	0.079	53
COc1ccc(-c2csc(NC(=O)c3ccn(C)n3)n2)cc1OC	i	0.1	43
CCCNC(=S)Nc1ccc(Nc2ccccc2)cc1	i	0.098	45
Cc1ccccc1-n1nnnc1SCC(=O)Nc1ccc(S(N)(=O)=O)cc1	i	0.093&0.047	50&103
Cc1nn(C(C)(C)C)c(OC(=O)CC2CCCCC2)c1S(=O)(=O)c1ccccc1	i	0.076	73
CCCc1cc(NCCN2CCOCC2)n2nc(C)c(-c3ccccc3)c2n1	i	0.11	64
CC(=O)c1cccc(NC(=O)Cn2c(=O)c(CNc3ccc(C)cc3)cc3cc4c(cc32)OCCO4)c1	i	0.066	65
COc1ccc(C(=O)NCC(c2ccc(F)cc2)N2CCOCC2)cc1 (configuration not stated)	i	0.074	57
COc1ccc(CC(=O)Nc2nnc(-c3ccn(C(C)C)n3)o2)cc1	i	0.078	51
CN(C)C(=O)C12CC3(C)CC(C)(CC(C)(C3)C1)C2	i	0.038	48
O=C(CCSc1ccccc1)NCC(O)c1ccsc1 (configuration not stated)	i	0.089	67
Cc1ccc2oc(=O)c(C(=O)O)cc2c1	i	0.09	51
O=C(Nc1ccc(CC(=O)N2CCOCC2)cc1)c1cc(Br)ccc1Cl	i	0.056	30
O=C(Cc1csc(Nc2ccc(F)cc2)n1)NCC1CCCCC1	i	0.17	56
COc1ccc(OC)c(NC(=O)CSc2nc(=O)n(N3CCN(C)CC3)c3c2CCC3)c1	i	0.13	43
CCOC(=O)CNC(=O)Cn1cnc2c(nnn2C)c1=O	i	0.086	67
O=C(c1cc(-c2ccco2)n(C2CCS(=O)(=O)C2)n1)N1CCN(c2ccccn2)CC1 (configuration not stated)	i	0.061	52
Cc1cc(C)cc(C(=O)N2CCN(Cc3nnnn3-c3ccc(F)c(F)c3)CC2)c1	i	0.12	52
Cc1ccc(Cl)cc1NC(=O)Cn1cnc2c(-c3ccccc3)csc2c1=O	i	0.099	45
COc1cc(C(=O)NCC(c2ccc(C)cc2)N(C)C)cc(OC)c1OC (configuration not stated)	i	0.036	47
CCCNC(=O)c1ccc2c(=O)n(CC3CCCO3)c(SCc3ccc([N+](=O)[O-])cc3)nc2c1 (configuration not stated)	i	0.045	57
O=C1CN(Cc2ccco2)C2CS(=O)(=O)CC2N1c1ccc(Cl)cc1 (configuration not stated)	i	0.11	64
Cn1c(=O)[nH]c(=O)c2c1nc(N=Nc1c(O)[nH]c3ccccc13)n2CCc1ccccc1	i	0.074	56
NC(=O)c1ccc(NC(=O)CSc2nnc(-c3ccncc3)o2)cc1	i	0.028	50
CN(Cc1ccco1)S(=O)(=O)c1ccc(C(=O)Nc2ccccc2C#N)cc1	i	0.069	55
COc1ccc(S(=O)(=O)c2c(C)cc(C)n(CC(=O)Nc3ccccc3)c2=O)cc1	i	0.061	74
O=S(=O)(Cc1ccccc1)N1CCN(Cc2nc(-c3ccco3)cs2)CC1	i	0.13	51
COc1ccc(F)cc1S(=O)(=O)NC1CCCC(O)C1 (configuration not stated)	i	0.16	80
COCC(=O)N1CCCc2ccc(NC(=O)CN3C(=O)CCC3=O)cc21	i	0.091	60
O=C1Cc2cc(NC(=O)NCc3ccc(Cl)cc3)ccc2N1	i	0.11	55
COc1ccc(C2(CNS(=O)(=O)CCN3C(=O)CCCC3=O)CCCC2)cc1	i	0.089	58
CC(C)(C)c1ccc(OCC(=O)Nc2ccc(CC(=O)NC3CC3)cc2)cc1	i	0.078	37
O=C(NCc1ccc(F)cc1)Nc1ccc(Cl)c(N2CCCS2(=O)=O)c1	i	0.14	47
CN1CCN(c2nc3c(c(=O)[nH]c(=O)n3C)n2CC(=O)c2ccc(Cl)cc2)CC1	i	0.097	52
O=C(NCCCn1nc(-c2cccs2)ccc1=O)c1ccc(C(F)(F)F)cc1	i	0.078	58
O=C(NCc1cccs1)C1CN(C(=O)c2c[nH]c3ccccc23)C1	i	0.1	64
Cc1cnc2c(c1SCC(=O)Nc1ccc(C(F)(F)F)cc1)c(=O)n(C)c(=O)n2C	i	0.05	51
O=C(NCc1ccc2c(c1)OCO2)C(=O)NCC(O)(c1cccs1)C1CC1 (configuration not stated)	i	0.12	43
Cc1ccc(NC(=O)C(=O)NCC2CCN(Cc3cccs3)CC2)cc1F	i	0.079	63
N#Cc1nc(-c2ccc(S(=O)(=O)N3CCCCCC3)cc2)oc1N1CCCCCC1	i	0.13	42
COCCNc1cc(C)nc2c(-c3ccccc3OC)c(C)nn12	i	0.11	53
Cc1ccc(S(=O)(=O)c2[nH]c(-c3ccccc3)nc2SCC(N)=O)cc1	i	0.075	35
COCC(C)(O)CNC(=O)/C=C/c1ccc2c(c1)OCO2 (configuration not stated)	i	0.099	59
COc1ccccc1NC(=O)N1CCC(CNC(=O)c2ccccc2Br)CC1	i	0.042	45
O=C(NCc1ccc(Cl)cc1)C1CCCN1S(=O)(=O)c1ccc(Cl)cc1 (configuration not stated)	i	0.11	51
CCCOc1ccc(/C=C/C(=O)Nc2ccccc2OC)cc1	i	0.054	61
COc1cc(C(=O)Nc2ccc3c(c2)CCC(=O)N3Cc2ccccc2)cc(OC)c1OC	i	0.064	48
COc1ccccc1CNC(=O)C(=O)NCC(c1cccs1)N1CCOCC1 (configuration not stated)	i	0.1	63
O=C(c1cc(N2C(=O)CCS2(=O)=O)ccc1Cl)N1CCCc2ccccc21	i	0.15	81
O=C(NCC1CCN(C(=O)COc2ccccc2)CC1)c1cnc2ccccc2n1	i	0.092	58
C#CCn1c(=NC(=O)CS(=O)(=O)Cc2ccccc2)sc2c(OC)ccc(OC)c21	i	0.11	56
O=C(Cn1nc(-c2cccnc2)ccc1=O)Nc1ccc(F)c(C(F)(F)F)c1	i	0.072	56
CCOC(=O)c1c(NC(=O)C2CCN(S(=O)(=O)c3ccc(C)cc3)CC2)sc2c1CCCC2	i	0.079	35
